# Compound activity (PubChem)
# SR-BI HDL uptake = blocks mouse SR-BI lipid uptake from DiI-HDL; ldlA[mSR-BI] CHO cells, DiI-HDL uptake fluorescence, 3 h; 320,000 compounds, 0.96% hits; Q61009; inhibition, % at 12.5 µM;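 active means mean replicate inhibition of at least 70% and a set share of replicates each scoring 70 or more; inconclusive means meets just one of the two criteria; inactive means fails both criteria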;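 further: 0% = median of neutral control wells and 100% = median of positive control wells; values of inactives mirror those of a sister screen read the other way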
# Target sequence (Q61009 whole entry, looked up): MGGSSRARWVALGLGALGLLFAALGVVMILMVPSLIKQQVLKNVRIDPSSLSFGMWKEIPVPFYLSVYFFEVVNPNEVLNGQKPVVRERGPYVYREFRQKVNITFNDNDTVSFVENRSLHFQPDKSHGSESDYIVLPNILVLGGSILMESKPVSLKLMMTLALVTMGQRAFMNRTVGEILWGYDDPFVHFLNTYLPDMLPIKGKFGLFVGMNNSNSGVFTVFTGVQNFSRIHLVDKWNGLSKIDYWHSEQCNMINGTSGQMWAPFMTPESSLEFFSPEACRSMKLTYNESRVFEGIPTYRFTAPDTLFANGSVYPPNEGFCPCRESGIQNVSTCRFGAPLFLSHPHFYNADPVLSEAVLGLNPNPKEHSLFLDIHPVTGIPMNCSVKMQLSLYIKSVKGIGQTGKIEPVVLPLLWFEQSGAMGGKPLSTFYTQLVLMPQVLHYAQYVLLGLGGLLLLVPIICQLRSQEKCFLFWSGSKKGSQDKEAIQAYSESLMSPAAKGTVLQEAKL
# NSD2 inh = inhibitors of human histone methyltransferase NSD2. O96028. NSD2 peptide methylation, AlphaScreen, 120 min. inhibition, % at 12.5 µM. 310,000 compounds, 0.54% hits; in the data active means inhibition above about 50%
# SR-BI DiI-HDL act = activators of SR-BI mediated HDL lipid uptake; CHO ldlA[mSR-BI] cells, DiI-HDL uptake fluorescence, 3 h; 100 = double the neutral-control signal; activation, % at 12.5 µM; 320,000 compounds, 0.096% hits;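 active means mean replicate activation of at least 60% and every replicate at or above 60%; inconclusive means mean or all-replicate condition met, but not both; inactive means mean below 60% and not all replicates reaching 60%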;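 further: 0% = median plate neutral-control signal and 100% = twice that signal; values of inactives mirror those of a sister screen read the other way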
#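 System: CHO ldlA[mSR-BI] cells / Medium: HEPES-buffered (25 mM, pH 7.4) F12 plus 0.5% BSA / Probe or stimulus: labelled HDL, 10 µg/mL / Doses: single compound concentration, delivered by pin transfer / Schedule: 3 h, 37 °C / Measured by: DiI fluorescence, bottom read / Measure: cell-associated DiI fluorescence as measure of HDL uptake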
# CAL PDZ FP-1 = human CAL PDZ-peptide interaction inhibition; 330,000 compounds, 0.02% hits; Q9HD26; inhibition, % at 20 µM; AID 504414; purified CAL PDZ, TMR-peptide fluorescence polarization, 1 h;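 active means highest replicate inhibition of at least 40%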;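 further: plate controls were DMSO neutral control wells for no effect and unlabeled competitor peptide control wells for full effect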
#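 material = purified tagged CAL PDZ domain construct (CerCALP) | buffer or medium = sodium phosphate/NaCl buffer pH 7.4 with TCEP, IgG, Thesit | reagent = TMR-labelled reporter peptide T*-PRC34 bound in PDZ groove | incubation = 1 h room-temperature incubation prior to read | measured by = fluorescence polarization (mP) | evaluation = percent inhibition from loss of millipolarization | control set = unlabelled peptide and DMSO controls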
# CAL PDZ FP-2 = inhibitors of human CAL PDZ peptide binding | purified CAL PDZ, TMR-peptide fluorescence polarization, 1 h | inhibition, % at 24.9 µM | Q9HD26 | 300,000 compounds, 0.92% hits | AID 602252;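 active means mean inhibition of at least 30% with at least half of replicates also reaching 30%; inconclusive means no clear call, values can overlap the other calls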;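 further: 0% = DMSO neutral control and 100% = excess unlabeled competitor peptide PRC23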
# PfHsp90 yeast 2 = reduces growth (ATP signal) of yeast expressing P. falciparum Hsp90 | S. cerevisiae expressing PfHsp90, BacTiter-Glo ATP, 48 h; yeast lacking PDR1 and PDR3 efflux regulators | 310,000 compounds, 0.32% hits | inhibition, % at 9.4 µM | AID 504621;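 active means every replicate shows inhibition above about 80%, whatever the replicate mean, limit read from the data; inconclusive means mean inhibition reaches the set limit but some replicate falls short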;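 further: 0% = DMSO neutral controls and 100% = 20 µM radicicol positive controls; yeast relying on Plasmodium falciparum Hsp90 in place of its own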
# PvdQ acylase = P. aeruginosa PvdQ acylase inhibition; purified PvdQ acylase, fluorescence plate reader; inhibition, % at 10 µM; 340,000 compounds, 0.063% hits; AID 488965; in the data active means inhibition above about 30%, passing the limit was not always enough; inconclusive means no clear call, values can overlap the other calls;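 further: 0% = vehicle neutral wells and 100% = reference inhibitor wells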
# dFosB act = activators of mouse delta FosB homodimer; purified delta FosB, TAMRA-CDK5 oligo fluorescence polarization; percent of positive-control signal above neutral wells; activation, % at 25 µM; 340,000 compounds, 0.99% hits; AID 493131;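 active means mean activation above about 17%, with every replicate also reaching it, limit read from the data, passing the limit was not always enough; inconclusive means only one of the two conditions met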;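 further: fluorescence polarization rise as delta FosB binds a TAMRA Cdk5 AP-1 oligo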
# MITF act = MITF TRPM1 promoter activation in melanoma cells. SK-MEL-5 TRPM1-promoter luciferase, 24 h; % of positive control, neutral wells = 0. activation, % at 12.5 µM. 300,000 compounds, 0.75% hits;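 active means mean activation of at least 80% with every replicate also reaching 80%; inconclusive means mean reaches 80% but some replicate falls short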;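 further: 0% = neutral control wells and 100% = parthenolide positive control wells; values of inactives mirror those of a sister screen read the other way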
# Rtt109 HAT inh = C. albicans Rtt109 histone acetyltransferase inhibition; Q5AAJ8; inhibition, % at 34.9 µM; 330,000 compounds, 0.16% hits; purified Rtt109/Vps75, ThioGlo CoA-SH fluorescence, 4 h; AID 540336;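 active means inhibition of at least 50% in every replicate; inconclusive means best replicate reaches 50% inhibition but some replicates fall short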
# Target sequence (Q5AAJ8 whole entry, looked up): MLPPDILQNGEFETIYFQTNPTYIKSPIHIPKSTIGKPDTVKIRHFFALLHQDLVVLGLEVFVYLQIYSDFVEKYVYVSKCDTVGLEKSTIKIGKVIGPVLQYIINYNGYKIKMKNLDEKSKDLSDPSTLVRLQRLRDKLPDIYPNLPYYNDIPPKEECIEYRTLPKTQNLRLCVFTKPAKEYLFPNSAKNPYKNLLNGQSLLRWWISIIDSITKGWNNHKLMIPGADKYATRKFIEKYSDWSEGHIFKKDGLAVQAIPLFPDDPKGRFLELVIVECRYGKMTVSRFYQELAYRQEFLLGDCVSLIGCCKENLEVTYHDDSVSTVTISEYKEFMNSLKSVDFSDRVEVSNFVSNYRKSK
# Starred values were filed as active, the others as inactive; ? = inconclusive; nt = no result given.
SMILES,SR-BI HDL uptake,NSD2 inh,SR-BI DiI-HDL act,CAL PDZ FP-1,CAL PDZ FP-2,PfHsp90 yeast 2,PvdQ acylase,dFosB act,MITF act,Rtt109 HAT inh
CCCCc1ccc(NC(=O)N2CCNC(=O)C2CC(=O)Nc2ccsc2C(=O)OC)cc1 (stereo unspecified),-5,0,5,-0.2,nt,-10,3,6,nt,-2
Cc1ccccc1Sc1ncccc1[N+](=O)[O-],-12,0,12,0.5,13,9,-2,3,0,-2
COc1ccc(CCNC(=O)C2CCN(C(=O)c3ccc(C(C)(C)C)cc3)CC2)cc1,46,-3,-46,-1.5,-2,0,-11,-11,nt,-2
CCCn1c(=O)[nH]c(=O)c2c1nc(-c1ccc(C(F)(F)F)cc1)n2CCOC,nt,1,nt,-2.7,-2,11,-1,-8,nt,1
O=C(NCCN1CCOCC1)C1CCN(S(=O)(=O)N2CCCCC2)CC1,-46,-3,46,-0.3,-5,-8,2,-1,-3,3
CCCn1c(SCC(=O)c2ccc(CC)cc2)n[nH]c1=O,-11,3,11,-2.3,1,-2,-16,-7,18,24
O=C(NC(=S)Nc1cccc(NC(=O)c2ccccc2Cl)c1)c1cccs1,42,-1,-42,-0.4,-2,-42,-8,2,25,1
O=C(/C=C/c1ccnc2ccccc12)c1cccs1,0,1,0,-3.7,3,85*,16,-9,-28,-10
Cn1c2c(c(=O)n(C)c1=O)C(C(F)(F)F)(C(F)(F)F)N=C(c1ccc(Cl)cc1)N2,-6,0,6,-1.9,nt,8,-5,-5,-71,0
C=CCn1nc(-c2ccccc2)c(N2CCCCC2)cc1=O,-9,6,9,-1.9,0,2,-9,-8,-3,9
c1cncc(Nc2nc(-c3cccs3)cs2)c1,42,3,-42,1.0,-5,nt,-6,-2,52,-1
O=C(Nc1cc(S(=O)(=O)N2CCOCC2)ccc1N1CCOCC1)c1cc2c(s1)CCC2,-13,-1,13,-0.7,0,21,-3,-1,-33,-5
CCOC(=O)c1c(CSc2ccccc2)n(C)c2cc(Br)c(OC)c(O)c12,41,0,-41,-0.2,-4,-2,-3,-7,nt,6
CC(=O)c1cccc(NC(=O)NC2CC(=O)N(c3ccc4c(c3)OCCO4)C2)c1 (stereo unspecified),17,-1,-17,-2.8,-3,nt,-1,-1,5,0
CCc1nnc(NC(=O)C(NS(=O)(=O)c2ccc3c(c2)OCCO3)C(C)C)s1 (stereo unspecified),8,-5,-8,-0.5,-1,51,-15,-2,-11,-2
COc1ccc2c(c1)OC13CCN(C)CC1C2C(C(=O)c1ccc(F)cc1)C(=O)N3 (stereo unspecified),-18,nt,18,-1.5,nt,8,-4,-10,0,-3
COc1ccc(CC(=O)OC2CCCN(C)C2)cc1 (stereo unspecified),-16,1,16,-1.3,nt,8,14,-3,-7,12
O=C(O)CCOc1ccc2c(c1)OCCO2,-6,-1,6,-0.7,-5,1,-12,2,2,-3
O=C(CCNC(=O)c1ccccc1Cl)NCCC1=CCCCC1,-14,nt,14,-2.6,14,7,-10,-1,26,8
CNc1oc(-c2ccc(Cl)cc2)nc1P(=O)(c1ccccc1)c1ccccc1,-11,nt,11,-0.8,5,-57,-4,-9,-2,6
CCOc1ccccc1/C=C(/NC(=O)c1ccccc1)C(=O)NC(C)c1ccccc1 (stereo unspecified),-26,-1,26,-2.1,-2,32,11,0,0,14
O=C(Nc1ccc(CSc2ccccc2)cc1)c1ccccc1,5,13,-5,-0.5,4,2,-11,1,27,-3
COc1ccc(NC(=O)NNC(=O)c2ccccc2-n2cccc2)cc1OC,-4,0,4,-6.4,nt,-22,-6,-13,-1,2
COc1ccc(NC2CCCN(C(=O)CN3CCOC3=O)C2)cc1 (stereo unspecified),-24,0,nt,0.3,nt,9,2,-10,-11,-1
O=S(=O)(c1ccc2c(c1)C(=NO)c1cc(S(=O)(=O)N3CCCCC3)ccc1-2)N1CCCCC1,19,-1,-19,nt,-3,nt,-24,-6,nt,-4

# Whole records, looked up by structure. Order of screens: SR-BI HDL uptake	NSD2 inh	SR-BI DiI-HDL act	CAL PDZ FP-1	CAL PDZ FP-2	PfHsp90 yeast 2	PvdQ acylase	dFosB act	MITF act	Rtt109 HAT inh
# O=C(/C=C/c1ccnc2ccccc12)c1cccs1 in the list: 0	1	0	-3.7	3	85*	16	-9	-28	-10
# COc1ccc2c(c1)OC13CCN(C)CC1C2C(C(=O)c1ccc(F)cc1)C(=O)N3 (stereo unspecified) in the list: -18	nt	18	-1.5	nt	8	-4	-10	0	-3

# Going on with the list:
SMILES,SR-BI HDL uptake,NSD2 inh,SR-BI DiI-HDL act,CAL PDZ FP-1,CAL PDZ FP-2,PfHsp90 yeast 2,PvdQ acylase,dFosB act,MITF act,Rtt109 HAT inh
Cc1ccc(S(=O)(=O)N/N=C/c2ccccc2O)cc1[N+](=O)[O-],12,1,-12,-0.5,-1,14,-2,2,5,-9
Cc1cccc(NC(=O)c2ccc(N3CCOCC3)c([N+](=O)[O-])c2)n1,24,2,-24,1.1,-3,15,-3,-8,75,-3
CCCc1nc2nc(C)c(NS(=O)(=O)c3ccc(C(C)(C)C)cc3)c(=O)n2[nH]1,nt,-1,nt,-3.3,-5,10,13,-1,-14,4
Cc1ccc2cccc(OCC(=O)NCc3ccco3)c2n1,nt,5,nt,-0.1,-2,-9,-4,-4,nt,-5
CC(=O)N(C)c1ccc(NC(=S)Nc2ccc(C(C)C)cc2)cc1,-14,2,14,-0.5,nt,6,8,-18,2,9
Cc1ccc(C(=O)O/N=C(\N)Cc2cccs2)cc1[N+](=O)[O-],0,3,0,-0.7,4,-26,3,-6,6,1
C/C(=C\C=C(C#N)C#N)c1cc(C#N)c(N)o1,11,10,-11,-5.3,-12,11,-7,84*,8,-3
COc1ccc(N2C(=O)CC(S/C(N)=N/N=C(\C)c3cccs3)C2=O)cc1 (stereo unspecified),8,6,-8,0.0,-1,-21,-1,5,4,9
Cc1ccc(N2CC(=O)N(c3ccc(C)cc3)CC2=O)cc1,-11,-1,11,-1.0,-4,-2,-2,-2,nt,-3
Cc1c(OC(C)C(=O)NCc2ccccn2)ccc2c3c(c(=O)oc12)CCC3 (stereo unspecified),19,-1,-19,-1.2,-6,-15,-8,-10,3,-8
O=C(CS(=O)(=O)Cc1ccccc1)NCCc1ccc(F)cc1,-20,-4,20,-2.2,-3,-9,11,-3,3,4
COc1ccc(Cc2nnc(SCC(=O)NC3(C#N)CCCCC3)n2N)cc1,-8,nt,8,-2.4,0,23,20,-3,0,6
CC1CCCCN1CCNC(=O)c1cc2c(=O)n(C)c3ccccc3c2n1C (stereo unspecified),55,nt,-55,-2.0,nt,nt,-3,-24,nt,-1
CCCCOc1cccc(C(=O)NNC(=S)NC2CCCCC2)c1,0,4,0,0.3,-3,25,10,-2,-2,?
Cc1cc(-c2ccc(C)c(S(=O)(=O)NCc3ccc(Br)cc3)c2)on1,38,-2,-38,-2.7,-4,12,-9,-10,nt,0
Cn1c(C(O)c2ccccc2F)nc(Cl)c1Cl (stereo unspecified),1,2,-1,0.2,nt,nt,-12,0,-1,6
COc1ccc(Cc2nnc(NC(=O)c3ccccc3C)s2)cc1,-5,-1,5,-0.3,0,1,3,-8,nt,-12
COc1ccc(OC)c(S(=O)(=O)N2CCN(C(=O)NC3CCCCC3)CC2)c1,-5,-1,5,-0.7,12,19,15,-7,nt,22
CCCCNC(=O)c1nn(-c2ccccc2OC)c(=O)c2ccccc12,-4,0,4,-1.5,nt,15,9,-6,-10,-5
Cc1cccc(C(=O)OC2CCN(C)CC2)c1,-19,0,19,-2.5,-3,-13,-11,-2,-5,-3
S=c1[nH]nc(-c2cccs2)n1/N=C/c1cccs1,-15,5,15,-0.3,nt,-2,7,-3,-12,5
CCC(CC)C(=O)Nc1ccc(S(=O)(=O)Nc2nccs2)cc1,-15,-1,15,0.1,-3,0,-4,0,7,-2
Oc1c(Br)cc(/C=N/NC(=S)NCC2CCCO2)cc1Br (stereo unspecified),-8,1,8,0.1,-4,-14,-7,-2,nt,4
CS(=O)(=O)c1ccc2nc(NC(=O)c3ccc(Cl)nc3)sc2c1,33,nt,-33,-0.3,nt,-9,7,-9,45,8
Cc1cnc([N+](=O)[O-])n1CCOC(=O)NC(=O)c1c(F)cccc1F,-20,-4,20,-1.0,-3,nt,-7,-2,-11,1
Cc1ccc(NC2CCCN(C(=O)c3cccc(-c4ncc[nH]4)c3)C2)cc1C (stereo unspecified),-3,7,3,-5.2,-4,-14,-8,-3,-7,2
COCCn1c(C)cc(C(=O)COC(=O)CNC(=O)c2ccco2)c1C,-13,2,13,0.8,-1,nt,9,-2,-3,-3
CCO[C@@H]1OC(C(=O)N2CCN(Cc3ccccc3)CC2)=C[C@H](C2CC2)[C@H]1CCCO,28,nt,-28,-0.9,2,-14,-2,-1,6,1
CCN1CCCC1CNCC(=O)Nc1ccc(OC(F)(F)F)cc1 (stereo unspecified),-13,3,13,-0.1,2,-1,0,0,-4,-19
Cc1c(Cl)cccc1NC(=S)NC(=O)c1cncc(Br)c1,24,1,-24,-1.1,-1,-2,-5,4,nt,-3

# Of the compounds above, 5 contain an NH in an aromatic ring:
SMILES,SR-BI HDL uptake,NSD2 inh,SR-BI DiI-HDL act,CAL PDZ FP-1,CAL PDZ FP-2,PfHsp90 yeast 2,PvdQ acylase,dFosB act,MITF act,Rtt109 HAT inh
CCCn1c(=O)[nH]c(=O)c2c1nc(-c1ccc(C(F)(F)F)cc1)n2CCOC,nt,1,nt,-2.7,-2,11,-1,-8,nt,1
CCCn1c(SCC(=O)c2ccc(CC)cc2)n[nH]c1=O,-11,3,11,-2.3,1,-2,-16,-7,18,24
CCCc1nc2nc(C)c(NS(=O)(=O)c3ccc(C(C)(C)C)cc3)c(=O)n2[nH]1,nt,-1,nt,-3.3,-5,10,13,-1,-14,4
S=c1[nH]nc(-c2cccs2)n1/N=C/c1cccs1,-15,5,15,-0.3,nt,-2,7,-3,-12,5
Cc1ccc(NC2CCCN(C(=O)c3cccc(-c4ncc[nH]4)c3)C2)cc1C (stereo unspecified),-3,7,3,-5.2,-4,-14,-8,-3,-7,2
